Source: PubChem (several laboratories)
M. tuberculosis GlmU: inhibition of mycobacterial GlmU enzyme – biochemical, glucosamine-1-phosphate acetyltransferase (AID 1376); M. tuberculosis GlmU acetyltransferase enzyme assay; higher % means a stronger effect; 220,000 tested, 0.25% active; inhibition, %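 (tested at 30 µM in the primary screen)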; hits with a dose series show IC50 in µM; in the data active = inhibition above about 13%; inconclusive = no clear call, values can overlap the other calls;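 also: 0% = complete reaction with vehicle and 100% = reaction without substrate; strong numbers were not always called active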
RmlCD inh 1536: inhibitors of Mycobacterium tuberculosis RmlC and RmlD coupled enzymes; RmlC+RmlD coupled enzyme assay, percent inhibition; primary screen in compound mixtures; inhibition, % at 3.6 µM; 160,000 tested, 0.03% active; in the data active = inhibition mostly above about 34%, no sharp cut-off; inconclusive = no clear call, values can overlap the other calls; inactive = mostly below about 22%; also: some results filed as inactive read as strong as hits
Target sequence (P9WH09 whole entry, looked up): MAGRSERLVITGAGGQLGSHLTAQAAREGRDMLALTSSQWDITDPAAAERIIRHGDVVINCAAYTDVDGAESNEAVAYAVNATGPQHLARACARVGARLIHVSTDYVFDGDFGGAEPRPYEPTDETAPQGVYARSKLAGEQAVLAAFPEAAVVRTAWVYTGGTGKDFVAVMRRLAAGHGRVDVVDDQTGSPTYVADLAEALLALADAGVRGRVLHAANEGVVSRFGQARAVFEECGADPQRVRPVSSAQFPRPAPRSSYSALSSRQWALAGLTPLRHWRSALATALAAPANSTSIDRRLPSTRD
Target sequence (P9WH11 whole entry, looked up): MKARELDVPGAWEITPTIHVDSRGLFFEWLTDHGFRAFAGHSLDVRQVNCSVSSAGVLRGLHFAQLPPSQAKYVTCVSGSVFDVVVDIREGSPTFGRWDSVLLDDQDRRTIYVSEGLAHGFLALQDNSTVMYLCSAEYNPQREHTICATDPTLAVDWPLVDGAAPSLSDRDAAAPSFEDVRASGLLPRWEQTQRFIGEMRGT
An asterisk follows results filed as active; ? = inconclusive; · = not tested or not shown. Not all compounds are listed (hit frequency here may not be typical).

Results follow in this order: RmlCD inh 1536	M. tuberculosis GlmU
COc1cc(/C=N/NC(=O)c2cccnc2)ccc1OS(=O)(=O)c1ccc(C)cc1
→ ·	-3.3%
C#CCCOC(=O)N1C2=NC(C(=O)OC)=C(C(=O)OC)[C@@H]3N(C)c4ccc(OC)cc4[C@]23C[C@H]1C(=O)OC
→ ·	-1.0%
Cc1cc(C)c(NC(=O)CS(=O)CC(=O)Nc2cccnc2)c(C)c1 (centres undefined)
→ ·	2.4%
O=c1[nH]c(CN2CCCCC2)nc2ccccc12
→ ·	1.4%
C/C(CC(=O)NC1CCCCC1)=N\NC(=O)Cc1ccc(-c2ccccc2)cc1
→ 8.1	-5.8%
OCCN1CCOCCOCCN(CCO)CCN(CCO)CC1
→ -4.6	-4.8%
CN(C)S(=O)(=O)c1cc(NC(=O)c2cc(=O)[nH]c3ccccc23)ccc1Cl
→ 3.4	1.3%
O=C(CSc1nc2c(sc3ccccc32)c(=O)n1-c1ccccc1)NCc1ccco1
→ -2.6	-3.8%
COc1ccccc1N1CCN(Cc2c(F)cccc2F)CC1
→ ·	-5.1%
Cc1cc(C)n(CC(=O)c2ccc(Cl)cc2)n1
→ -2.6	-2.5%
O=C(NCCCN1CCOCC1)c1ccc(CSCc2cccc(Cl)c2)o1
→ 6.8	0.1%
Cc1ccccc1OCc1nnc(SCC(=O)NCc2ccco2)n1C
→ 1.7	-0.4%
COC(=O)[C@H](C(C)C)n1c(C)c(C(C)=O)c(C(C)=O)c1C
→ 100.7	-0.6%
CCC1Cc2c(nc3c4c(nc(N5CCOCC5)c(C#N)c24)NC(C)=N3)O1 (centres undefined)
→ ·	-0.5%
C=C(C)Cn1c(NCCOC)nc2c1c(=O)[nH]c(=O)n2C
→ -8.6	-6.1%
CC(/C=N/n1c(COc2ccccc2)n[nH]c1=S)=C\c1ccccc1
→ -9.7	1.0%
COc1ccc(C2(C(=O)Nc3nncs3)CCCC2)cc1
→ 2.0	-2.1%
CSc1ccccc1NC(=O)Nc1ccc(Cl)cc1
→ ·	1.1%
Nc1cccc(C(=O)OCC(=O)c2ccccc2)c1
→ ·	-0.2%
COc1ccc(C(CC(=O)N2CCCC(C)C2)c2c(O)cc(OC)cc2OC)cc1 (centres undefined)
→ ·	0.5%
CCOc1ccc(NC(=O)CN2C(=O)C(C)SC(C)C2=O)cc1 (centres undefined)
→ 3.1	-0.4%
O=C(Nc1cc(=O)[nH]c2nc(-c3ccccc3)nn12)c1ccccc1Cl
→ 2.0	3.5%
C(/C=C/c1ccccc1)=N/N1CCN(c2ccccc2)CC1
→ -3.7	-0.9%
CCOC(=O)N1CCC(NC(=O)C2CCN(c3nc(-c4ccc(OC)cc4)no3)CC2)CC1
→ 1.8	·
N=C1C(c2nc3ccccc3s2)=C(O)CN1Cc1ccco1
→ ·	2.9%
c1ccn2c(CNc3ncnc4sccc34)nnc2c1
→ ·	-0.7%
O=C(NCCSc1ccccc1)c1ccccc1Cl
→ ·	3.9%
O=C(CN1C(=O)c2cccc3cccc(c23)C1=O)N1CCOCC1
→ ?	-8.4%
CCOC(CNC(=O)c1cccc([N+](=O)[O-])c1)OCC
→ 3.7	1.5%
COc1ccc(NC(=O)c2cccnc2C(=O)O)c(OC)c1
→ -5.7	2.0%
Cc1ccc(-n2c(O)c(C=Nc3ccc4c(c3)OCO4)c3ccccc3c2=O)cc1C
→ ·	3.5%
CC(=O)Nc1ccc(S(=O)(=O)NNC(=O)COc2ccc(Cl)cc2Cl)cc1
→ -2.5	-4.5%
COCCN(CCOC)C(=S)Nc1ccccc1Cl
→ 4.4	7.1%
CCCCN1C(=O)C(=O)N(CC(=O)Nc2cc(OCC)c(N3CCOCC3)cc2OCC)C1=O
→ ·	-2.5%
CCc1nnc(NC(=O)c2cc(-c3ccccc3)nn2-c2ccccc2)s1
→ 18.9	-7.0%
CCN(CC)S(=O)(=O)c1ccc(NC(=O)Cn2cnc3ccccc3c2=O)cc1
→ 11.4	-4.3%
COCCn1c(C)cc(C(=O)CSc2nncn2-c2ccccc2)c1C
→ ·	-2.1%
CCO[C@H]1OC(C(=O)N2CCN(Cc3ccc4c(c3)OCO4)CC2)=C[C@@H](C2CC2)[C@@H]1CCCO
→ ·	1.1%
S=C1NC2=C(C(c3ccc(Br)cc3)N1)N1CCC2CC1 (centres undefined)
→ 4.9	6.3%
COc1ccccc1/C=C/C(C)=O
→ -10.3	2.3%
CCCOC(=O)COc1cc(C)cc2oc(=O)c3c(c12)CCC3
→ -52.2	-5.7%
Cc1nc2ccc(NC(=O)c3ccc(Cl)nc3)cc2s1
→ ·	10.2%
COc1ccc(C(=O)Oc2ccc3c(c2)OCO3)cc1OC
→ ·	1.0%
CCCCCSc1ncccc1C(=O)O
→ -0.5	-0.8%
CN(C)S(=O)(=O)c1ccc(NC(=O)c2c(F)cccc2Cl)cc1
→ 20.1	2.1%
CC(C)CN(C)C(=O)CC1C(=O)NCCN1C (centres undefined)
→ 4.0	2.1%
COc1cccc(-c2nn(-c3ccccc3)cc2C(=O)O)c1
→ -6.9	-1.3%
CCN(C#N)c1nc(NC(C)C)nc(NC(C)(C)C)n1
→ 5.0	-0.3%
Cn1c(=O)c2c3c(sc2n2c(SCc4ccccc4)nnc12)CCCC3
→ 4.8	4.4%
COc1ccc(-c2ccnc3nc(-n4cccc4)nn23)cc1
→ 0.3	-0.3%
COc1ccc(-c2cn3cc(Br)cnc3n2)cc1
→ ·	5.9%
Cc1ccc(CNC(=O)c2cc3c(=O)n4ccccc4nc3n(Cc3ccco3)c2=N)cc1
→ ·	-3.5%
CC1CCCC(C)N1S(=O)(=O)c1ccc(NC(=O)CCn2cnc3ccccc3c2=O)cc1 (centres undefined)
→ -4.7	-1.7%
Cc1ccc(S(=O)(=O)N2CCNC(=O)CC2)cc1
→ 15.9	6.0%
CC(C)(C)n1nc2c(c1NC(=O)c1ccc(S(=O)(=O)N3CCCC3)cc1)CSC2
→ 5.3	-2.8%
CCOc1ccc(NC(=O)Cc2cccc3ccccc23)c([N+](=O)[O-])c1
→ -6.7	-4.2%
COCCNc1nc(-c2cc(C(=O)Nc3ccccc3)on2)cc(C(C)C)n1
→ ·	2.9%
C=CCOC(=O)C1=C[C@H](c2ccc3c(c2)OCO3)C[C@H](OCCCCO)O1
→ ·	-6.7%
Cc1ccc2c(c1)nnn2C1CCN(S(=O)(=O)c2ccc(C(=O)O)cc2)CC1
→ 4.5	0.8%
COc1ccc2c(-c3ccccc3)cc(=O)[nH]c2c1
→ -13.3	2.3%

The last 4 records of the section before are carried over, then new ones follow.
Results follow in this order: RmlCD inh 1536	M. tuberculosis GlmU
COCCNc1nc(-c2cc(C(=O)Nc3ccccc3)on2)cc(C(C)C)n1
→ ·	2.9%
C=CCOC(=O)C1=C[C@H](c2ccc3c(c2)OCO3)C[C@H](OCCCCO)O1
→ ·	-6.7%
Cc1ccc2c(c1)nnn2C1CCN(S(=O)(=O)c2ccc(C(=O)O)cc2)CC1
→ 4.5	0.8%
COc1ccc2c(-c3ccccc3)cc(=O)[nH]c2c1
→ -13.3	2.3%
CN1CCN(C2=C(Cl)C(=O)N(C3CCCCC3)C2=O)CC1
→ ·	-0.2%
CC1(C)Cc2c(sc3nc(N/N=C/c4ccccc4)[nH]c(=O)c23)CO1
→ ·	2.3%
COc1ccccc1N1C(=O)C2C3C=CC(C3)C2C1=O (centres undefined)
→ ·	-4.1%
CCNC(=O)NCCNC(=O)c1cc(OCC(F)(F)F)ccc1OCC(F)(F)F
→ -48.6	2.8%
Cc1ccnc2nc(C(=O)NCc3ccccc3)nn12
→ -12.5	-0.6%
CCCOc1ccccc1N/C(N)=N/c1nc(C)cc(C)n1
→ -9.7	-5.3%
COc1cc(NC(=O)c2cc(Br)cc(C)c2OC)ccc1NC(=O)C(C)C
→ 2.8	3.9%
Cc1ccc(S(=O)(=O)/N=C(/NC(=S)Nc2c(C)n(C)n(-c3ccccc3)c2=O)c2ccccc2)cc1
→ ·	3.6%
COc1ccccc1/C=C1\SC(=S)N(CC(=O)Nc2nnc(C)s2)C1=O
→ 7.6	0.0%
Cc1occc1-c1nnc(SCC(=O)NCc2ccc3c(c2)OCO3)n1CC(C)C
→ ·	0.0%
CCOc1ccc2[nH]c(=O)c(C(c3nnnn3Cc3ccco3)N3CCN(C)CC3)cc2c1 (centres undefined)
→ -5.5	3.1%
CCO[C@@H]1OC(C(=O)NCc2ccccc2)=C[C@H](C2CCCCC2)[C@H]1CCCO
→ ·	5.0%
COc1ccc(Oc2coc3cc(OC(=O)c4cncc(Br)c4)ccc3c2=O)cc1
→ ·	1.1%
CC(=O)/C(C#N)=C1\NC(=O)C(Cc2cc(Cl)ccc2Cl)S1 (centres undefined)
→ -10.8	-2.1%
Fc1ccc(N2CCN(c3ncnc4c3nnn4Cc3ccccc3Cl)CC2)cc1
→ ·	-0.3%
O=C(NC1CCc2ccccc21)C1CCN(S(=O)(=O)c2ccc(Cl)cc2)CC1 (centres undefined)
→ -19.6	0.6%
Cc1ccc(C)c(NC(=O)C2CCCN2C(=O)OC(C)(C)C)c1 (centres undefined)
→ -4.1	-3.3%
CCN1CCCC1CNC(=O)c1cc(NC(C)=O)c(N(C)C)cc1OC (centres undefined)
→ -9.6	-2.3%
COc1cc(CNC2CCCCCC2)cc(OC)c1OC
→ -12.7	1.6%
COc1ccc(C2C(C(C)=O)=C(O)C(=O)N2CCO)c(OC)c1 (centres undefined)
→ 5.2	19.4%

Whole records, looked up by structure. Order of values: RmlCD inh 1536	M. tuberculosis GlmU
`N=C1C(c2nc3ccccc3s2)=C(O)CN1Cc1ccco1` is listed with ·	2.9%
`O=C(CSc1nc2c(sc3ccccc32)c(=O)n1-c1ccccc1)NCc1ccco1` is listed with -2.6	-3.8%

Next compounds:
Results follow in this order: RmlCD inh 1536	M. tuberculosis GlmU
Cc1ccc(N/N=C2\CCS(=O)(=O)c3sccc32)cc1
→ -6.5	-3.0%
CN(C)CCCNS(=O)(=O)c1cc(Cl)ccc1Cl
→ -0.5	2.5%
O=C(NCCCN1CCCC1)C1CCN(C(=O)c2cc3sccc3n2Cc2ccc(F)cc2)CC1
→ 2.6	-4.1%
Cc1ccc(F)cc1NC(=O)c1ccc(NS(=O)(=O)c2ccc(Br)s2)cc1
→ -9.2	2.3%
CN(C)S(=O)(=O)N(CCN1CCOCC1)Cc1ccccc1F
→ 7.8	1.5%
O=C(C(Cc1ccccc1)N1C(=O)c2ccccc2C1=O)N1c2ccccc2CCc2ccccc21 (centres undefined)
→ ·	-0.7%
CC(=O)/C(=N\Nc1cccc(Cl)c1)Sc1nnc(-c2ccccc2)n1-c1ccccc1
→ ·	-4.3%
Cn1c(=O)cc(Nc2ccccc2)c2c(=O)n(-c3ccccc3)c(=O)n(-c3ccccc3)c21
→ 5.7	·
Cc1nn(C)c(Oc2cccc(C(F)(F)F)c2)c1C=O
→ -7.1	3.7%
O=C(O)CN1C(=O)c2ccc(Oc3cccc4c3C(=O)N(CC(=O)O)C4=O)cc2C1=O
→ ·	3.1%
COc1cc2c(cc1OC)CN(C(=O)CSc1nc3[nH]ncc3c(=O)n1-c1ccccc1)CC2
→ -7.0	-4.7%
CCCNC(=O)c1ccc(C2SCC(=O)N2Cc2ccccc2)cc1 (centres undefined)
→ -8.4	-3.2%
COc1cccc(CN2CCN(c3ncccn3)CC2)c1
→ -12.9	-3.4%
CCCC(=O)Nc1ccc(Cl)c(NC(=O)c2ccco2)c1
→ -3.3	-3.2%
CCCCC(=O)Nc1nnc(SCC(=O)N2CCN(c3ccccc3OC)CC2)s1
→ -0.2	-2.6%
CNC(=S)N1CCn2cccc2C1c1ccc(F)cc1 (centres undefined)
→ -10.2	5.2%
Cc1ccc(-n2nc3c(=S)[nH]nc(C)c3c2C)cc1
→ 5.5	·
Cc1cccc(CCNC(=O)CC2C(=O)NCCN2Cc2ccc(F)c(F)c2)n1 (centres undefined)
→ 7.4	-3.2%
CCOc1ccc(CNC(=O)CCS(=O)(=O)Cc2cccc(Cl)c2)cc1OC
→ 1.4	2.3%
COc1cc(OC)c2c(-c3ccccc3)cc(=O)oc2c1C(CC(=O)N1CCOCC1)c1ccc(N(C)C)cc1 (centres undefined)
→ -13.0	5.1%
Cc1ccc(-n2ncc3c(=O)n(CC(=O)Nc4cccc(Cl)c4)cnc32)cc1C
→ 0.7	0.3%
CCCCCOc1ccc(C)cc1CN(CCCl)CCCl
→ 12.5	-1.9%
COc1ccc(CCNC(=O)c2cc(-c3ccccn3)nc3c(Cl)cccc23)cc1OC
→ -10.2	-3.1%
Cc1ccc(C(=O)c2cc3c(cc2N)OCCO3)cc1
→ ·	-2.4%
COc1cc(/C=N/NC(=O)CNC(=O)c2ccccc2)ccc1OC(=O)c1cccs1
→ -10.2	-2.0%
O=C(Nc1cc(Cl)ccc1O)c1cc2n(n1)C(C(F)(F)F)CC(c1ccc3c(c1)OCO3)N2 (centres undefined)
→ 10.6	-3.3%
Cc1ccccc1Cn1cc(C)c(=O)[nH]c1=O
→ -7.3	0.4%
Cc1cccc(N2CCN(C(=O)Cn3cnc4c3c(=O)n(C)c(=O)n4C)CC2)c1C
→ ·	-4.1%
O=C1[C@@H]2C(Cc3ccc(O)cc3)NC3(C(=O)Nc4ccc(F)cc43)[C@@H]2C(=O)N1c1ccc(F)cc1 (some centres undefined)
→ 9.1	-4.3%
O=C(Cc1ccccc1)c1nnc(-c2ccccc2)o1
→ 7.1	-5.4%
O=c1nc2ccccc2c(NS(=O)(=O)c2ccccc2)n1-c1ccccc1
→ 5.8	4.1%
O=C(c1cccc(F)c1)N1CCN(c2cccc(C(F)(F)F)c2)CC1
→ -4.3	-2.9%
CCN(C(=O)CSc1nncn1-c1ccccc1)c1c(N)n(Cc2ccccc2)c(=O)[nH]c1=O
→ ·	0.1%
COC(=O)[C@H](CCSC)NC(=O)Nc1cc(C)ccc1C
→ -3.0	-0.6%
